ERp5 inh: inhibitors of human ERp5. Q15084. ERp5 insulin aggregation, absorbance 650 nm, 90 min. inhibition, % at 9.99 µM. 350,000 tested, 0.05% active;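 active means mean replicate inhibition above about 25%, with every replicate also reaching it, limit read from the data, passing the limit was not always enough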
Target sequence (Q15084 whole entry, looked up): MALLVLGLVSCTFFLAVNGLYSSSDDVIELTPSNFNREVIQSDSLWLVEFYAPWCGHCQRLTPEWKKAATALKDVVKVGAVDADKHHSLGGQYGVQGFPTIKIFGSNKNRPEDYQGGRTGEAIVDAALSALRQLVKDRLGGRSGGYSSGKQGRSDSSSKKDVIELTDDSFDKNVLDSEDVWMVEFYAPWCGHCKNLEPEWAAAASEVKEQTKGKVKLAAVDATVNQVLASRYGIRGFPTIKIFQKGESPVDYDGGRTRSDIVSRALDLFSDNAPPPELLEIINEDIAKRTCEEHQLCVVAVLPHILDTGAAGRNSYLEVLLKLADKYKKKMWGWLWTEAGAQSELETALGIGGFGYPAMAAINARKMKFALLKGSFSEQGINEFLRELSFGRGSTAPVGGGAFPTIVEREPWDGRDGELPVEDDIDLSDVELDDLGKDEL
RAD54 inh: RAD54 (human) branch migration inhibition | Q92698 | RAD54 Holliday junction branch migration, FAM/BHQ fluorescence | inhibition, % at 10.4 µM | 360,000 tested, 0.14% active | AID 602329;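 active means mean normalized replicate activity at least 40 and at least half of replicates scoring 40 or more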;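 further: 0% = median of neutral control wells and 100% = median of positive control wells; inhibitors cause a drop in the FAM fluorescence signal; in these data hits start at about 50%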
E-selectin induc: induces E-selectin expression in human endothelial cells; activation, % at 7.58 µM; 260,000 tested, 0.37% active; HUVEC E-selectin immunofluorescence imaging; normalized: neutral wells 0, TNF-alpha wells 100;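 active means mean E-selectin-positive cell signal at least 10% of the positive control, reached in at least 60% of replicates, without over 20% cell loss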;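 further: in these data hits start at about 27%; measured in HUVEC primary endothelial cells; signal is the percent of cells scored E-selectin positive by PE staining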
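Test system – human umbilical vein endothelial cells (HUVEC), E-selectin induction · Input – 3,000 HUVEC seeded per well · Buffer or medium – EGM-2, gelatin · Compound dosing – single-point compound dose · Detection – immunofluorescence imaging · Measure – percent E-selectin-positive cells · Controls – TNF-alpha high, DMSO low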
S100A4 inh HTS: inhibitors of human S100A4 binding to myosin IIA peptide; P26447; S100A4/TAMRA-MyoIIA peptide fluorescence polarization; inhibition, % at 10.7 µM; 360,000 tested, 0.14% active; AID 652163;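 active means mean inhibition of at least 70% across replicates, with every replicate also reaching that level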
Target sequence (P26447 whole entry, looked up): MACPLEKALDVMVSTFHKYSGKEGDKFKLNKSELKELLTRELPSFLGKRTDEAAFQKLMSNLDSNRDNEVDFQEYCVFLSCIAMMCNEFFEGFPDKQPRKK
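Test system: S100A4 monomer protein; Medium: HEPES pH 7.2 with CaCl2, KCl, NaCl, DTT, Triton; Probe or stimulus: TAMRA-labelled myosin IIA heavy-chain peptide probe, 5 nM; Doses: one dose per compound; Times: polarization read 5 min after assay mix addition, stable 5–60 min; Benchmarks: neutral control DMSO, positive control TFP.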
esBAF inh: SWI/SNF esBAF complex inhibition. mouse ES cells, Bmi1-luciferase knock-in reporter, 24 h; 100% = twice the neutral-well signal. reporter increase, % at 12.5 µM. 350,000 tested, 2% active; in the data active means activation above about 40%;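 further: 0% = median of the plate's neutral control wells and 100% = double that signal; a rise in the Bmi1 reporter signal indicates esBAF inhibition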
ERAP1 inh: ERAP1 (human) enzyme inhibition. recombinant ERAP1, Leu-AMC fluorescence, 60 min. 340,000 tested, 0.15% active. inhibition, % at 10.7 µM. Q9NZ08. AID 652197;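 active means mean replicate inhibition of at least 30%, or all replicates individually reaching that 30% level; inactive means mean below 30% and not every replicate reaching it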;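 further: 0% = neutral control wells and 100% = L-leucinethiol positive control wells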
Xi reactivation: activators of X-chromosome reactivation in mouse fibroblasts. 360,000 tested, 0.055% active. activation, % at 7.58 µM. AID 743238. XiGFP mouse fibroblasts, % GFP-positive cells imaging, 3 d; cells co-treated with 5-aza-dC sensitizer; scaled so ellipticine positive control = 100%;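 active means mean normalized replicate activation at least 10% and every replicate at or above 10%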;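 further: 0% = median of on-plate neutral control wells and 100% = ellipticine 6 µM median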
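System: 68-5-11 XiGFP fibroblast line; Timing: 3 days compound exposure; Compound dosing: one concentration, pinned; Benchmarks: positive control ellipticine, 6 µM final; Buffer or medium: DMEM containing 5-aza-dC.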
RAD52 anneal inh: inhibitors of human RAD52 DNA annealing; inhibition, % at 18.7 µM; 360,000 tested, 0.46% active; AID 651710; P43351; recombinant RAD52 DNA annealing, FRET fluorescence;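 active means every replicate showing at least 50% inhibition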
Target sequence (P43351 whole entry, looked up): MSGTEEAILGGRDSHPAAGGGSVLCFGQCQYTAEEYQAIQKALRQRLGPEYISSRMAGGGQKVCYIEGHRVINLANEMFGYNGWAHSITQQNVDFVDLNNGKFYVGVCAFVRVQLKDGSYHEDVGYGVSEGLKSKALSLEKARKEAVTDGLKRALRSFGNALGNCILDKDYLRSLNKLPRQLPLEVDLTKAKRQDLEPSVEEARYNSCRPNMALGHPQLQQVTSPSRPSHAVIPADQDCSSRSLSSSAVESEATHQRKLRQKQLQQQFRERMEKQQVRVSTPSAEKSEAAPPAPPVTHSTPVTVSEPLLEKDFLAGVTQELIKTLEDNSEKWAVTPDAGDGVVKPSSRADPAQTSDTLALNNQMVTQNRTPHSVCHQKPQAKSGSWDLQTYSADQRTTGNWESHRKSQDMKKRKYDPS
* = called active by the depositor; / = no result given.

Every second line gives: ERp5 inh, RAD54 inh, E-selectin induc, S100A4 inh HTS, esBAF inh, ERAP1 inh, Xi reactivation, RAD52 anneal inh
- Oc1c(C(c2cccc(F)c2)N2CCN(Cc3ccccc3)CC2)sc2ncnn12 (stereo unspecified)
→ 3.6, -4.6, 0.2, -4.6, 5.4, -1.0, 0.0, -18.5
- COC(=O)c1ccc(C(=O)OC)c(NC(=S)N2CCCC2)c1
→ -0.1, 0.5, 0.8, 1.3, -3.4, -0.8, 0.0, -12.0
- CCN1C(c2ccc(F)cc2)=CS/C1=C(/C#N)c1nnc2n1-c1ccccc1SC2
→ 7.0, 1.5, 0.1, 8.9, 2.5, -8.0, 0.5, -37.8
- O=C(CSc1nc2ccccc2c(=O)n1-c1ccc(Cl)c(Cl)c1)Nc1ccc2c(c1)CCC2
→ 2.5, 7.1, /, 1.2, 0.3, 0.3, -0.1, 0.3
- C[C@@H]1CN([C@@H](C)CO)C(=O)Cc2cc(NC(=O)C3CCCCC3)ccc2O[C@@H]1CN(C)Cc1ccc(C(=O)O)cc1
→ 0.0, -1.0, 0.4, 2.7, -0.2, 0.7, -0.4, 3.8
- Cc1noc(C)c1C(=O)NCCc1c(C)[nH]c2ccccc12
→ 1.0, -4.3, 0.1, -2.3, -2.3, -4.2, 0.1, -6.3
- CC(=O)NC(Cc1ccccc1C)C(=O)NC1CCN(C(=O)c2cccc(C)c2)CC1 (stereo unspecified)
→ 8.1, /, -0.9, 1.4, /, 2.0, 0.0, -9.7
- CN1CCc2c(sc(NC(=O)Cc3ccccc3)c2C(N)=O)C1
→ -8.1, -7.3, -0.7, -0.9, -6.5, 3.7, 0.7, -12.7
- COc1cccc(-c2ccc3c(c2)O[C@H](CN(C)C)[C@@H](C)CN([C@@H](C)CO)S3(=O)=O)c1
→ 0.6, 0.3, -0.2, 2.0, 0.5, 0.8, 0.1, 8.0
- COC(=O)c1nc2ccc(C)cn2c1F
→ -3.8, 3.8, 0.4, -4.0, 15.3, 6.5, 0.0, -3.2
- Cc1cccc(N2CCN(c3ccc(NC(=O)/C=C\C(=O)O)cc3)CC2)c1
→ 1.2, /, /, 16.0, /, 0.6, 0.1, 11.4
- COc1c2c(c(CCC(=O)O)c3c1C=CC(C)(C)O3)OC(C)(C)C=C2
→ 3.4, 11.8, /, -2.3, -7.0, 0.7, /, -2.7
- COc1ccc(NC(=O)CNC(=O)Cn2c(C)cc3ccccc3c2=O)cc1OC
→ 4.1, /, 5.4, 8.1, /, 0.9, 0.0, -13.8
- Cc1cc(/C=C(\C#N)C(=O)OCC(=O)N(C)c2c(N)n(Cc3ccccc3)c(=O)[nH]c2=O)c(C)n1CC(C)C
→ -4.8, -7.3, /, -5.7, -1.2, 4.0, 0.0, -355.0
- Cn1c(Cn2nnc3ccccc32)nnc1SCC(=O)c1ccc(F)cc1
→ 3.1, -3.0, /, -1.5, 7.5, 0.2, /, 2.1
- COc1c(Cl)cnn(-c2ccc(Cl)c(Cl)c2)c1=O
→ 3.7, -2.4, /, -6.2, 3.6, -6.3, 0.0, -12.8
- CC1CCC(NC(=O)C2CCN(C(=O)Nc3ccccc3)CC2)CC1 (stereo unspecified)
→ -3.1, 0.8, 0.7, 0.1, -2.6, -2.6, -0.5, -15.6
- Cc1ccccc1NC(=O)N1CCN(c2ncccn2)CC1
→ 1.1, /, /, 7.4, /, -1.8, 0.0, -1.4
- O=C1c2cc3c(cc2CCC1c1ccc2c(c1)OCO2)OCO3 (stereo unspecified)
→ -1.0, /, 0.0, 17.8, /, -1.3, 0.0, -4.5
- C[C@@H]1CN([C@H](C)CO)S(=O)(=O)c2ccc(C#CC3(O)CCCC3)cc2O[C@@H]1CN(C)C(=O)Cc1cccnc1
→ -0.1, 0.7, 0.1, 6.4, -4.6, -1.3, -0.8, 3.4
- CCCCn1c(N)c(N(CCOC)C(=O)Cn2c(=O)cnc3ccccc32)c(=O)[nH]c1=O
→ 3.6, -6.3, 0.3, -4.8, -6.6, 7.3, -0.1, -5.1
- CCC(C(=O)Nc1ccon1)c1ccccc1 (stereo unspecified)
→ 1.7, 2.2, -0.2, 0.9, -4.6, -1.7, -0.1, -9.4
- CC(C)NC(=O)N[C@@H]1CC[C@@H](CC(=O)N2CCCCC2)O[C@@H]1CO
→ -2.3, 0.6, -0.4, -0.4, -1.1, 1.0, -0.1, -1.6
- Cc1noc(C)c1NC(=O)N(C)C[C@@H]1Oc2ccc(NC(=O)Nc3ccc(F)cc3)cc2C(=O)N([C@H](C)CO)C[C@@H]1C
→ -13.1, 2.9, 0.0, 4.8, 0.8, 2.2, -0.2, -0.1
- CCOc1ccccc1OCCCC(=O)N(C)CC(=O)Nc1cc(C)ccc1C
→ -3.5, 6.7, 11.0, 21.3, -5.7, 2.8, 0.5, -7.8
- COc1cccc(NC(=O)c2cc(OC)c(OC)c(OC)c2Br)c1
→ 1.2, /, /, -7.9, /, -3.7, 0.0, -18.4
- NC(=O)c1c(NC(=O)CN2C(=O)CCC2=O)sc2c1CCCCC2
→ -4.6, -8.9, 0.3, -1.2, -5.1, -3.0, 0.2, -40.7
- CCCNC(=O)N1CC2(CCN(Cc3ccccn3)CC2)c2c(n(C)c3cc(OC)ccc23)[C@@H]1CO
→ -4.2, /, -0.1, 0.4, /, 2.6, 0.1, 7.5
- CC(CN1CCCC1)OC(=O)c1ccc(Cl)cc1 (stereo unspecified)
→ 0.4, -1.3, /, -1.4, -2.1, 1.8, 0.2, 0.4
- c1ccc(-c2nnnc3ccccc23)cc1
→ -0.6, -2.8, /, 0.4, /, 2.4, 0.0, -8.7

(further entries)
Every second line gives: ERp5 inh, RAD54 inh, E-selectin induc, S100A4 inh HTS, esBAF inh, ERAP1 inh, Xi reactivation, RAD52 anneal inh
- CC(C)C(OC(=O)c1nsc(Cl)c1Cl)C(=O)NC(C)(C)C (stereo unspecified)
→ 5.4, /, /, -3.5, /, -1.3, 0.1, -3.5
- CCCN1CN(c2ccccc2)C(=S)N(c2ccccc2)C1
→ 5.4, -6.5, 2.6, -1.6, -1.3, 3.4, 0.0, -8.0
- CSc1ncccc1C(=O)OC(C)C(=O)Nc1cccc(S(=O)(=O)N2CCOCC2)c1 (stereo unspecified)
→ 2.5, -15.6, 0.0, -2.4, 0.2, 0.7, 0.5, -6.5
- CO[C@@H]1CN(C)C(=O)c2ccc(NS(C)(=O)=O)cc2OC[C@H](C)N(Cc2ccccc2)C[C@H]1C
→ 3.8, -5.0, -0.1, -9.1, -0.4, /, -0.1, -0.5
- O=C(CCN=C1NS(=O)(=O)c2ccccc21)OCc1c(F)c(F)c(F)c(F)c1F
→ 0.1, 0.3, -0.1, -4.2, 0.7, -1.4, 0.3, -0.4
- Cc1noc(C)c1C(=O)N1CCN(c2cccc(Cl)c2)CC1
→ -3.5, -1.7, /, 6.2, -6.4, -0.6, 0.0, -11.0
- Cc1cccn2c(CNCC3(c4ccccc4)CCCC3)c(C(=O)N3CCOCC3)nc12
→ 7.4, /, /, -9.2, /, 2.3, 0.0, -6.6
- CCCC(=O)Nc1ccc2c(c1)C(=O)N(C)C[C@@H](OC)[C@@H](C)CN(CC1CCCC1)[C@@H](C)CO2
→ -8.1, 2.6, -0.2, -1.7, -0.9, -0.4, 0.3, -2.5
- Cc1nn2c(-c3cccc(NC(=O)CN4CCOCC4)c3)nnc2c2ccccc12
→ -1.9, /, /, 3.8, /, -1.1, /, -3.2
- CSc1nc2ccc(NC(=O)c3ccccn3)cc2s1
→ 6.8, 3.9, -0.2, -0.6, -39.3, 9.1, 0.1, -20.4
- C[C@@H]1CN([C@@H](C)CO)C(=O)c2cc(NS(=O)(=O)c3cn(C)cn3)ccc2O[C@@H](C)CCCCO[C@@H]1CN(C)C(=O)C1CCCCC1
→ 1.9, 1.3, -0.1, 10.1, -1.6, -1.4, 0.0, 0.3
- CCCC(=O)Nc1ccc2c(c1)C(=O)N(C)C[C@@H](OC)[C@@H](C)CN(Cc1ccccn1)[C@H](C)CO2
→ -0.3, -0.6, 0.0, 7.1, -8.3, -1.5, 0.1, -6.6
- Cc1ccc(NC(=O)NC(=O)CN2C(=O)NC3(CCCCCCC3)C2=O)c(C)c1
→ -1.6, -2.7, /, 4.1, -5.5, -0.3, /, -16.1
- O=C(NCc1ccccc1CN1CCCC1)c1cccc(S(=O)(=O)Nc2ccc(F)cc2)c1
→ 1.8, 6.3, /, -3.5, 4.6, -1.4, -0.3, -3.6
- COc1ccc(OC)c(CN2CCC(CO)(CCOc3ccccc3)CC2)c1
→ 1.3, -0.2, -0.2, -5.8, -3.2, 5.4, 0.0, -5.5
- Cc1cc(C)cc(C(=O)NC(CC(N)=O)c2ccc(NCCN3CCOCC3)c([N+](=O)[O-])c2)c1 (stereo unspecified)
→ 2.4, -3.0, 0.3, -1.0, -4.0, -1.2, 0.2, 3.5
- Cc1cccc(N2CC(C(=O)Nc3nnc(SCCC4OCCO4)s3)CC2=O)c1 (stereo unspecified)
→ -2.1, -1.1, 0.0, -4.9, -4.3, 0.4, -0.1, -14.5
- O=[N+]([O-])c1ccc2nc(-c3ccc(Cl)cc3)[nH]c2c1
→ 0.2, /, /, -5.6, /, -4.4, 0.3, -6.8
- O=C(O)COc1ccccc1/C=N/NC(=O)COc1ccc(-c2ccccc2)cc1
→ -9.7, 1.9, -0.6, -3.3, -8.1, 0.1, 0.0, -10.1
- O=[N+]([O-])c1ccc(S(=O)(=O)N2CCN(C3CCN(Cc4ccccc4)CC3)CC2)cc1
→ 2.5, -0.5, /, 35.1, -9.8, 2.5, 0.1, -10.3
- O=C(O)C1Oc2cc3ccccc3cc2O1
→ 2.4, -2.3, -0.2, -7.4, -3.0, 1.5, 0.1, -5.6
- COCC(=O)N1CC2(C1)[C@@H](c1ccccc1)[C@@H](CO)N2C(=O)NC1CCCC1
→ -0.1, /, 0.7, -3.3, /, 1.1, 0.0, -3.5
- Cc1cccc(NC(=O)C(=O)C2C(=O)Nc3ccccc32)c1 (stereo unspecified)
→ 3.9, 11.8, -0.5, 1.7, /, /, 0.0, -24.0
- COc1ccc(C)cc1NS(=O)(=O)c1ccc(-c2cnc(C3CC3)o2)cc1
→ 2.0, 3.5, /, -5.0, -29.2, 0.4, 1.9, -12.1

Exported bar-delimited: entries from further up.
smiles | ERp5 inh | RAD54 inh | E-selectin induc | S100A4 inh HTS | esBAF inh | ERAP1 inh | Xi reactivation | RAD52 anneal inh
CSc1nc2ccc(NC(=O)c3ccccn3)cc2s1 | 6.8 | 3.9 | -0.2 | -0.6 | -39.3 | 9.1 | 0.1 | -20.4
C[C@@H]1CN([C@@H](C)CO)C(=O)c2cc(NS(=O)(=O)c3cn(C)cn3)ccc2O[C@@H](C)CCCCO[C@@H]1CN(C)C(=O)C1CCCCC1 | 1.9 | 1.3 | -0.1 | 10.1 | -1.6 | -1.4 | 0.0 | 0.3
CCCC(=O)Nc1ccc2c(c1)C(=O)N(C)C[C@@H](OC)[C@@H](C)CN(Cc1ccccn1)[C@H](C)CO2 | -0.3 | -0.6 | 0.0 | 7.1 | -8.3 | -1.5 | 0.1 | -6.6

Source: PubChem
